Source: PubChem (several laboratories)
MEP2-GFP yeast: yeast TOR pathway MEP2-GFP modulation; S. cerevisiae MEP2-GFP strain, flow cytometry GFP, 3 h; 100% = DMSO control level; GFP response vs DMSO, % at 10 µM; actives 0.51% (n = 330,000);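 active = GFP response versus DMSO above a set limit, roughly screen mean plus 3 SD, cut at about 180% in these data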;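 also: median GFP fluorescence of the barcode-gated MEP2-GFP cells per well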
CR mimetic SO: yeast age-related superoxide inhibition as caloric restriction mimetic | S. cerevisiae aged cells, superoxide DHE fluorescence; stronger effect = lower value | superoxide response (% of plate mean), % at 10 µM | actives 0.18% (n = 330,000);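 active = superoxide response under a set limit, about three screen SD below normal, cut at about 65% in these data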;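 also: yeast aged for seven days with compound at 30 °C before DHE staining; 100% = average MFI of all compound-treated wells on the plate with controls excluded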
LAP4-GFP MLPCN: modulators of TOR pathway LAP4-GFP in S. cerevisiae | S. cerevisiae LAP4-GFP multiplex, flow cytometry GFP, 3 h; median GFP as percent of DMSO wells | GFP response vs DMSO, % at 10 µM | actives 0.34% (n = 320,000) | AID 2023;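 active = GFP response vs DMSO above a set limit, about the screen mean plus 3 SD, cut at about 150% in these data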
AHR activator: activators of human aryl hydrocarbon receptor; P35869; AHR-responsive luciferase reporter cells, luminescence; activation, % at 5 µM; actives 2.5% (n = 320,000); AID 2796; in the data active = activation above about 47%;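 also: 0% = vehicle wells and 100% = reference agonist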
RPL19A-GFP yeast: alters RPL19A-GFP fluorescence in TOR pathway yeast screen. AID 2025. actives 0.3% (n = 330,000). S. cerevisiae RPL19A-GFP strain, flow cytometry, 3 h; stronger effect = lower value. percent response vs DMSO, % at 10 µM;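 active = percent response vs DMSO below 50%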;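 also: median channel GFP fluorescence of the barcoded RPL19A-GFP strain; ratio of sample median GFP to plate DMSO average so 100% = DMSO; lower means less RPL19A-GFP as with rapamycin TOR inhibition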
proCasp3 act: activators of human procaspase-3 | P42574 | recombinant procaspase-3 D3A, Ac-DEVD-pNA absorbance 405 nm | activation, % at 8.5 µM | actives 0.11% (n = 330,000) | AID 463141;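 active = activation above the mean of all tested compounds plus 3 SD, cut at about 21% in these data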;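 also: 0% = DMSO alone and 100% = DMSO wells spiked with extra 5 µM PC-3 D3A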
Target sequence (P42574 whole entry D9A/D28A/D175A): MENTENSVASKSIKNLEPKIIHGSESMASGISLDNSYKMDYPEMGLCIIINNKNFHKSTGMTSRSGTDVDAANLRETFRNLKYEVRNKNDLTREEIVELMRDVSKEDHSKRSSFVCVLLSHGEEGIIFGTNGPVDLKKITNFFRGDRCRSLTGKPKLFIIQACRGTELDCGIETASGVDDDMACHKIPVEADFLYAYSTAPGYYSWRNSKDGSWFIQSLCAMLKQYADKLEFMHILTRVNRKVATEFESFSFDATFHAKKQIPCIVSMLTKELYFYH
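assay system = Procaspase-3 D3A mutant | signal = absorbance at 405 nm, 0 and 120 min | times = 1 h preincubation plus 2 h reaction at 25 °C | repeats = single replicate | read-out = % activation between DMSO and enzyme-spiked controls | medium = Zinc-free HEPES saline buffer with Triton X-100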
procasp7 counter: counter-screen: procaspase-7 (human) activation. recombinant procaspase-7, Ac-DEVD-pNA absorbance 405 nm; D23A/D198A/D206A triple mutant, cannot self-cleave; scale: DMSO 0, 5 µM enzyme 100. activation, % at 8.5 µM. actives 0.093% (n = 330,000);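 active = percent activation above the screen-wide mean plus 3 SD, cut at about 25% in these data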
Target sequence (P55210 whole entry D23A/D198A/D206A): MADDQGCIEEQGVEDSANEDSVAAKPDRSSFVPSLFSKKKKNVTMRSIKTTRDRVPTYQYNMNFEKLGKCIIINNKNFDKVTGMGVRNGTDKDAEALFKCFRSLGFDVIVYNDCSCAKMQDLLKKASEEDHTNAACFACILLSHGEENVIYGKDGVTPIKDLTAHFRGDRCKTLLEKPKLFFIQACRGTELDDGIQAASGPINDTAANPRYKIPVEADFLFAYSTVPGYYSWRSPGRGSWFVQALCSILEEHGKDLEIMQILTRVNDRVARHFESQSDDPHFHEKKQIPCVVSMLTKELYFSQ
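System: Uncleavable procaspase-7 mutant enzyme; Amount: 2 µM procaspase-7 mutant as dispensed; Schedule: 1 h compound preincubation, 2 h substrate cleavage, 25 °C; Measured by: 405 nm absorbance of p-nitroaniline; Evaluation: percent activation from buffer-corrected 0–120 min absorbance change; Control set: low DMSO alone, high DMSO plus 5 µM PC-7.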
GASC-1 inh: human JMJD2C demethylase inhibition; Q9H3R0; GST-JMJD2C(1-420) H3K9me3 demethylation, DELFIA europium; inhibition, % at 2.35 µM; actives 0.069% (n = 330,000); AID 2099;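 active = more than half of a compound's replicate wells show inhibition beyond 50%, single wells judged on their own value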;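 also: signal counts dimethyl H3K9 product captured on neutravidin plate; 0% = median of DMSO wells and 100% = 0.3 times that DMSO median; strong numbers were not always called active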
Target sequence (Q9H3R0 1-420 limits assumed): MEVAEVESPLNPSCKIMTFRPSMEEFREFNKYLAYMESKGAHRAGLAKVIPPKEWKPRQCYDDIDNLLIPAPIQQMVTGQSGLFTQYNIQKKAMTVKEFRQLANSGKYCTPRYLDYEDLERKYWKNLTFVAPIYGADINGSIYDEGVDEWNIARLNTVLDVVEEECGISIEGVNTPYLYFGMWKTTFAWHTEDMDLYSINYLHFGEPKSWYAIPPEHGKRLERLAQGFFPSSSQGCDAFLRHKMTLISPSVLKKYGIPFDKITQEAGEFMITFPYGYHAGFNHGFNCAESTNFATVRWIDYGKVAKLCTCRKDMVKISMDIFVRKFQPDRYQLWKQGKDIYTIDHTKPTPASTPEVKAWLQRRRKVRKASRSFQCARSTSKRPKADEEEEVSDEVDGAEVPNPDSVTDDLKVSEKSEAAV
Active calls of the source: *; . = not tested or not shown; & = joins results of further samples. Hits appear at their usual frequency; any-hit rate near 3.8%.

SMILES | MEP2-GFP yeast | CR mimetic SO | LAP4-GFP MLPCN | AHR activator | RPL19A-GFP yeast | proCasp3 act | procasp7 counter | GASC-1 inh
CCCCCCCNC(=O)c1ccc(N2CCC3(CC2)OCCO3)c([N+](=O)[O-])c1 | 83.2 | 93.1 | 76.2 | 2.1 | 84.7 | -5.4 | 1.7 | -0.7
COc1ccc(NCc2nnc(SCC(=O)Nc3ccc(OC)cc3OC)o2)cc1 | 100.3 | 105.4 | 100.5 | 3.8 | 97.1 | 6.8 | 4.0 | 2.2
Cc1nnc(SCC(=O)N(C)CC(=O)Nc2ccc(F)cc2)n1Cc1ccccc1 | 106.1 | 96.5 | 105.4 | 3.1 | 102.3 | -2.7 | -1.7 | 9.3
CCOC(=O)CCCn1ncn2c(cc3occc32)c1=O | 96.6 | 99.2 | 88.4 | 3.1 | 95.1 | -4.1 | -12.2 | 2.1
CCOC(=O)Cc1c(C)c2c(O)cc(O)cc2oc1=O | 105.3 | 112.3 | 96.3 | 0.8 | 96.7 | 12.0 | 14.8 | 5.3
Brc1ccc(-c2cn3c(n2)CCc2ccc4cccnc4c2-3)cc1 | 107.3 | 93.3 | 130.6 | 47.1* | 96.4 | -6.8 | -11.7 | -17.6
S=C(NCCCN1CCOCC1)Nc1cccc(Cl)c1 | 104.3 | 99.7 | 103.7 | -2.0 | 95.7 | 3.8 | 7.6 | -30.0
CCCOC(=O)Nc1cc(OC)ccc1[N+](=O)[O-] | 100.0 | 117.6 | 89.5 | 8.8 | 105.5 | 3.6 | -7.6 | -10.9
N#Cc1c(N)oc(-c2ccccc2)c1-c1ccccc1 | 97.6 | 108.3 | 100.0 | 0.7 | 98.2 | -8.6 | -19.2 | -11.4
COc1ccc(CN(C)CC(=O)Nc2sc3c(c2C#N)CCC3)c(OC)c1 | 97.0 | 103.0 | 102.2 | -3.0 | 96.2 | 8.2 | -2.4 | -9.3
OCCn1c(-c2ccc(F)cc2)csc1=Nc1ccccc1 | 98.6 | 84.0 | 98.4 | 2.3 | 100.6 | -11.7 | -13.0 | -2.5
Cc1nn(C(C)C(=O)NC2C(=O)N3C(C(=O)O)=C(CSc4nnnn4C)CSC23)cc1Cl (stereo unspecified) | 94.0 | 88.2 | 110.7 | 0.1 | 96.3 | -15.4 | -25.7 | -5.4
CN1CCC(N(C)C(=O)c2ccc(Cl)c(S(=O)(=O)Nc3cc(Cl)ccc3Cl)c2)CC1 | 99.2 | 112.4 | 95.6 | 1.2 | 103.3 | -3.7 | 1.7 | 2.1
CC(Sc1ncnc2c1cnn2-c1ccccc1)C(=O)NCC1CCCO1 (stereo unspecified) | 95.5 | 100.7 | 87.3 | 26.1 | 82.2 | 0.1 | -15.2 | -2.2
CC(=O)C1=C(C)NC(SCC(=O)c2ccc(Cl)cc2)=C(C#N)C1CC(C)C (stereo unspecified) | 96.7 | 105.8 | 93.8 | -0.3 | 104.9 | -18.8 | -24.0 | -4.9
CC1CN(C(=O)C2CCCN2S(=O)(=O)c2ccc(Cl)cc2)CC(C)O1 (stereo unspecified) | 111.0 | 93.2 | 88.7 | -0.7 | 104.7 | 9.6 | -9.5 | -3.9
Nc1cc(=O)[nH]c(SCC(=O)Nc2ccc(Cl)c(Cl)c2)n1 | 98.1 | 95.9 | 105.2 | -0.3 | 102.0 | 0.2 | 11.2 | 2.6
O=C(NCC1CCCO1)c1onc(CSc2cccc(Cl)c2)c1C(=O)O (stereo unspecified) | . | . | . | 1.3 | . | 10.7 | 4.7 | -3.3
Cc1ccc(S(=O)(=O)Nc2cc(C(=O)Nc3cc(C)cc(C)c3)ccc2Cl)cc1 | 103.3 | 86.2 | 106.8 | 9.7 | 99.6 | -0.2 | -5.5 | 4.5
CC(C)Cc1cc(C(=O)N2CCC(N3CCC(C(=O)N4CCCC4)CC3)CC2)n[nH]1 | 98.0 | 86.5 | 106.5 | -1.5 | 92.9 | 11.9 | 14.2 | 3.5
CC(=O)Nc1ccc(S(=O)(=O)N[C@H](C(=O)O)C(C)C)cc1 | 102.7 | 107.0 | 95.0 | 3.2 | 99.6 | 3.9 | 2.6 | -13.1
CCc1ccnc(NS(=O)(=O)c2ccc3c(c2)OCCO3)c1 | 93.3 | 108.2 | 112.4 | 0.0 | 98.5 | -1.6 | 10.8 | -3.6
Cc1cccc(C(=O)Nc2ccccc2N2CCN(c3ccc(F)cc3)CC2)c1 | 97.5 | 88.9 | 101.3 | 3.6 | 98.6 | 1.2 | -2.5 | -9.8
CCCC(=O)NC(NC(=S)Nc1c(C)n(C)n(-c2ccccc2)c1=O)C(Cl)(Cl)Cl (stereo unspecified) | 102.7 | 103.0 | 99.7 | 1.2 | 98.0 | 5.5 | 2.6 | 5.3
O=C(NC(=S)NCC1CCCO1)c1ccc([N+](=O)[O-])cc1 (stereo unspecified) | 99.0 | 109.3 | 83.0 | 3.5 | 103.5 | 4.3 | -4.5 | -2.2

Profiles, quoted from the list:
Entry for `O=C(NCC1CCCO1)c1onc(CSc2cccc(Cl)c2)c1C(=O)O` (stereo unspecified) : MEP2-GFP yeast = .; CR mimetic SO = .; LAP4-GFP MLPCN = .; AHR activator = 1.3; RPL19A-GFP yeast = .; proCasp3 act = 10.7; procasp7 counter = 4.7; GASC-1 inh = -3.3
Entry for `CCOC(=O)Cc1c(C)c2c(O)cc(O)cc2oc1=O` : MEP2-GFP yeast = 105.3; CR mimetic SO = 112.3; LAP4-GFP MLPCN = 96.3; AHR activator = 0.8; RPL19A-GFP yeast = 96.7; proCasp3 act = 12.0; procasp7 counter = 14.8; GASC-1 inh = 5.3

The results go on.
SMILES | MEP2-GFP yeast | CR mimetic SO | LAP4-GFP MLPCN | AHR activator | RPL19A-GFP yeast | proCasp3 act | procasp7 counter | GASC-1 inh
COc1ccc(CNC(=S)NCc2ccc(F)cc2)cc1 | 101.3 | 94.1 | 101.2 | -0.8 | 97.1 | -7.5 | -2.9 | -0.6
COc1cc(/C=C2/C(=N)N3C=CSC3=NC2=O)ccc1OCCCOc1ccccc1C | 93.0 | 103.1 | 89.8 | 13.2 | 92.9 | -0.8 | 4.4 | -2.2
Cc1ccc(C)c(NC(=S)NNC(=O)c2ccc(Br)o2)c1 | 98.9 | 87.8 | 99.0 | 3.1 | 97.6 | 3.1 | -3.5 | 0.3
Cc1n[nH]c(=O)c2c(NC(=O)CSc3nnnn3-c3ccc(O)cc3)oc(C)c12 | 104.4 | 92.5 | 120.7 | -1.2 | 102.1 | 1.1 | -17.3 | -2.1
Cc1cc(C)c(N2C(=O)CCCC2=O)c(Cl)c1 | 103.9 | 86.5 | 94.0 | 1.4 | 98.6 | -3.2 | -9.3 | -6.7
CC(=O)c1ccc(NC(=O)C(C)N(C)CC(=O)Nc2cccc(F)c2)cc1 (stereo unspecified) | 98.6 | 100.1 | 93.6 | 0.1 | 101.7 | 5.9 | 7.5 | -1.2
O=C(NCC1CCCO1)C(c1cccnc1)N(C(=O)Cc1cccs1)c1cccnc1 (stereo unspecified) | 97.5 | 106.7 | 94.2 | 1.5 | 98.9 | 5.8 | 2.9 | -2.5
Cc1c(OCC(=O)NCC(O)c2ccccc2)ccc2c3c(c(=O)oc12)CCC3 (stereo unspecified) | 103.4 | 98.8 | 96.9 | -6.3 | 99.2 | -4.3 | 7.8 | 15.6
COc1ccc(CC(=O)Nc2ccc(-c3nnc(-c4ccccc4)o3)cc2)cc1 | 87.8 | 99.2 | 83.6 | -1.9 | 90.0 | 1.2 | -1.7 | 18.0
Cc1ccc(NC(=O)CCN2C(=O)C3C4CCC(C4)C3C2=O)cc1[N+](=O)[O-] (stereo unspecified) | 106.3 | 93.6 | 87.3 | -0.4 | 108.4 | -8.6 | -5.9 | -1.8
O=C(CCc1n[nH]c(=O)[nH]c1=O)N/N=C/c1ccc(Br)o1 | 104.4 | 117.4 | 90.2 | 1.1 | 107.4 | 14.1 | 11.9 | 18.9
CCC(C)OC(=O)C1=C(C)O[C@]23OC(N)=C(C#N)[C@]12C(=O)c1ccccc13 (stereo partly specified) | 102.5 | 85.1 | 95.8 | 3.6 | 96.4 | 2.7 | -8.0 | -0.2
C[C@@H](C(=O)NNC(=O)c1ccc(Cl)cc1)N1C(=O)C2CC=CCC2C1=O (stereo partly specified) | 96.7 | 107.9 | 93.0 | 7.3 | 100.2 | 10.0 | -3.4 | 10.7
COc1cc(S(=O)(=O)Nc2c(C)cc(C)cc2C)ccc1Cl | 95.2 | 99.6 | 94.5 | -0.2 | 100.5 | 4.0 | -8.6 | 0.4
COc1ccccc1-c1nnc(SCC(=O)O)n1-c1ccc(C)cc1 | 96.8 | 116.8 | 95.8 | 14.3 | 97.7 | -4.8 | 2.3 | 3.3
Cc1ccc(-n2c(-c3ccccc3)cc(/C=N/NC(=O)CC#N)c2-c2ccccc2)cc1 | 104.3 | 98.9 | 89.8 | -0.1 | 103.0 | 1.6 | 1.4 | -3.8
COc1ccc(C(=O)NNC(=S)Nc2ccccc2)cc1 | 90.6 | 97.9 | 100.6 | 1.7 | 96.2 | -11.8 | -2.6 | 1.1
O=C(NNC(=O)c1ccc(O)cc1O)c1ccc(Cl)cc1 | 103.9 | 103.1 | 96.0 | 10.5 | 96.5 | 6.8 | 6.0 | -10.7
COC(=O)C(Cc1ccc(O)cc1)NC(=O)CCC(=O)Nc1ccc(S(N)(=O)=O)cc1 (stereo unspecified) | 110.1 | 94.8 | 105.3 | 1.0 | 104.6 | -4.4 | 12.6 | 0.1&-1.5
Clc1ccc(OCc2cc(-c3ccccc3)no2)c(Cl)c1 | 97.5 | 90.6 | 101.2 | -4.7 | 98.6 | 10.0 | 7.9 | 3.0
COC(=O)[C@H](CCSC)NC(=O)Nc1cccc(C)c1C | 100.3 | 107.7 | 107.6 | -1.0 | 99.7 | 2.6 | 3.7 | 2.9
CC(=O)c1ccccc1OCCOc1ccccc1C(C)=O | 103.0 | 98.3 | 87.1 | 3.8 | 102.2 | -4.6 | 9.8 | 2.3
COc1cccc(CNC(=O)c2cnc(-c3ccccn3)nc2C(F)(F)F)c1 | 87.0 | 91.7 | . | -0.3 | 90.1 | -1.7 | 12.7 | 10.1
CN(C)CCN(C(=O)c1ccc2c(c1)OCCO2)c1nc2cc3c(cc2s1)OCO3 | 98.2 | 90.5 | 101.2 | 4.1 | 98.8 | 1.1 | 2.5 | -4.8
O=S(=O)([N-]c1nc2ccccc2nc1-[n+]1ccc(-c2ccncc2)cc1)c1ccccc1 | 111.1 | 177.1 | 97.7 | 3.3 | 104.5 | 1.7 | -0.6 | 5.7
O=C(c1ccco1)N1CCN=C1SCc1ccccc1Cl | 110.9 | 95.6 | 95.2 | -1.9 | 95.2 | 5.9 | 12.2 | 14.2
O=C(CNC(=O)c1ccccc1)N/N=C/C=C/c1ccccc1 | 103.1 | 94.0 | 72.0 | 7.3 | 110.1 | 4.6 | 0.1 | -20.2
CCN(CC)c1cc2nonc2c2nonc12 | 104.3 | 107.5 | 93.5 | 3.5 | 95.3 | -4.1 | -2.5 | 5.9
Cc1cc(C)c(CN2CCC(n3nccc3NC(=O)CCOc3ccccc3)CC2)cc1C | 95.0 | 94.1 | 88.5 | -1.5 | 92.2 | 2.8 | 9.3 | 4.1
COc1c(O)cc2oc(-c3ccc(O)c(O)c3)cc(=O)c2c1O | . | . | . | -2.8 | . | 7.0 | -10.0 | -1.6
